# PPC-1+TRAIL kill = PPC-1 cancer cell killing with TRAIL present | PPC-1 cells + TRAIL, ATPLite viability luminescence | cell killing (% activity), % at 4 µM | 220,000 tested, 0.41% active | AID 1443;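 active = cell killing above 50% in the first pass at 4 µM, then a duplicate retest at 5 µM averaging 50% or more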;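 note: plate controls were cells with TRAIL plus DMSO for no effect and medium-only wells lacking cells for full effect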
# TRPN1 ag = agonists of zebrafish TRPN1 channel; 220,000 tested, 0.18% active; AID 1424; activation, % at 3 µM; HEK293 zebrafish TRPN1-YFP, Fluo-8 calcium fluorescence; 100% = response to 87 µM carbachol;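 active = activation above its plate's cutoff, the mean activation of test wells on that plate plus 3 SD, cut at about 19% in these data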;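 note: 0% = DMSO alone and 100% = 87 µM carbachol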
#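 Material – zebrafish TRPN1-YFP in HEK293 cells · Doses – 3 µM single point · Schedule – dye 1 h 37 °C plus 30 min RT · Signal – Fluo-8 calcium fluorescence, excitation 470-495 nm, emission 515-575 nm · Read-out – % activation versus carbachol response · Control set – carbachol high, DMSO low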
# 14-3-3 Bad PPI = disrupts binding of bovine 14-3-3 zeta to phospho-Bad peptide. AID 781. TR-FRET 14-3-3zeta/Dy647-pBad peptide displacement, 1 h. P63103. inhibition, % at 21.7 µM. 220,000 tested, 0.71% active;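 active = inhibition above about 70%, limit read from the data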;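 note: 0% = full 14-3-3 plus peptide FRET controls and 100% = background without 14-3-3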
# Target sequence (P63103 whole entry, looked up): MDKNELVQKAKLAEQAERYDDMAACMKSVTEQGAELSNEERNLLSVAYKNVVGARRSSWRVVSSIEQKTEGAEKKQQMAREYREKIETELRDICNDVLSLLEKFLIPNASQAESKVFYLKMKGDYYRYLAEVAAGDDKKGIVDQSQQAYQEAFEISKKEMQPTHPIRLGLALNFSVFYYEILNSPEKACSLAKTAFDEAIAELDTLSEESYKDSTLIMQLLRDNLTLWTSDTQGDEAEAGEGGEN
# TRPML3 ag = activates the human TRPML3 channel | Q8TDD5 | HEK293 TRPML3-YFP, Fluo-8 calcium fluorescence; 100% = the carbachol control signal | 220,000 tested, 0.29% active | activation, % at 3 µM | AID 1448;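 active = activation above its plate's cutoff, the mean activation of the plate's test wells plus 3 SD, cut at about 12% in these data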;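 note: 0% = DMSO only wells and 100% = carbachol wells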
#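 Test system – HEK293 line with stable expression of human TRPML3-YFP channel · Control set – carbachol 87 µM final as high control (100%), DMSO as low control (0%) · Signal – Fluo-8 calcium dye fluorescence, ex 470-495, em 515-575 nm · Incubation – 1-h 37 °C dye load, 5-s basal, 120-s post-compound reads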
# NPY-Y1 PAM-ag = human NPY-Y1 potentiation or agonism, primary screen | P25929 | 220,000 tested, 0.37% active | activation, % at 3.6 µM | NPY-Y1 expressing cells, potentiator/agonist activation; in the data active = activation above about 33%, passing the limit was not always enough;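 note: cells stimulated with NPY at EC10 then isoproterenol at EC100; 0% = low agonist plus stimulus and 100% = saturating agonist plus stimulus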
# Target sequence (P25929 whole entry, looked up): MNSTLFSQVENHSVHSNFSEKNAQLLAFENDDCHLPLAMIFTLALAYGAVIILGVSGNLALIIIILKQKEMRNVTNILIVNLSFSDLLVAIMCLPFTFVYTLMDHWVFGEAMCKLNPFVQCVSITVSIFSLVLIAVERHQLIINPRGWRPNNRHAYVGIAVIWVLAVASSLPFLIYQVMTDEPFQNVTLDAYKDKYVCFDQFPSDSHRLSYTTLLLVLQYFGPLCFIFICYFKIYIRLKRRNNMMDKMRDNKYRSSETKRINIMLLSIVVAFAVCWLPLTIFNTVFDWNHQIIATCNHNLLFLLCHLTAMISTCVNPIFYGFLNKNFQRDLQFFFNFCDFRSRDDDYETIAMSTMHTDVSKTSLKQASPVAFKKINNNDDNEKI
# EP2 antag = EP2 receptor (human) inhibition; C6 glioma cells expressing human EP2, cAMP TR-FRET; cells stimulated with saturating PGE2; 260,000 tested, 0.52% active; inhibition, % at 25 µM;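 active = percent inhibition above 40 after rounding to a whole number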;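 note: rat C6 glioma host cells with rolipram phosphodiesterase inhibitor present; the protocol text gives 20 µM as final concentration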
# Target sequence (P43116 whole entry, looked up): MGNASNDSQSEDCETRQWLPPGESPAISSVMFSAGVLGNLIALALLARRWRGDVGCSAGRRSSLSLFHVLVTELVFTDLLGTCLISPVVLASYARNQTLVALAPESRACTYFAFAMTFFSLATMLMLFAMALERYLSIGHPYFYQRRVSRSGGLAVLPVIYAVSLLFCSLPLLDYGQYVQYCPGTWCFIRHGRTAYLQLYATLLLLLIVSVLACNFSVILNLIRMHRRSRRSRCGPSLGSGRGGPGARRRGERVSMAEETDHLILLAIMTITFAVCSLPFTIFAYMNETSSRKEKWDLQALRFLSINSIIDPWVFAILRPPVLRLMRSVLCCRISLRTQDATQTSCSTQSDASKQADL
# EP2 mod = EP2 receptor (human) modulation | induction, % at 25 µM | P43116 | EP2-expressing cells, cAMP HTRF FRET, PGE2 co-stimulation | 260,000 tested, 0.83% active;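 active = compounds whose cAMP rise, as percent of the full-agonist control response, exceeds 60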;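 note: rat C6 glioma line stably carrying human EP2 under a CMV promoter; the protocol text gives 20 µM as final concentration; 100% = response of wells given 1 µM PGE2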
# NPY Y1 blocker = blocks the human neuropeptide Y Y1 receptor; HEK293-CNG Y1 cells, membrane potential fluorescence; NPY at EC95, then isoproterenol; 200,000 tested, 1% active; P25929; AID 1040; inhibition, % at 3.6 µM;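 active = inhibition above the campaign mean inhibition of all tested compounds plus 3 SD, cut at about 20% in these data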;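 note: 0% = DMSO wells given NPY plus isoproterenol and 100% = isoproterenol alone without NPY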
#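 Material: HEK293 Y1/CNG channel cell line; also added: NPY (25 nM), isoproterenol (1 µM), Ro 20-1724 (25 µM); doses: one concentration, 3.6 µM, in 0.4% DMSO; schedule: compound incubation 1 h at room temperature, readout 45 min post-stimulation; technique: membrane potential fluorescence; measure: fluorescence ratio normalized to % inhibition between controls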
# CHOP inhibitor = blocks CHOP induction under ER stress. CHO-K1 CHOP-promoter luciferase, tunicamycin-induced, 15-18 h. AID 2732. 220,000 tested, 3.8% active. inhibition, % at 10 µM;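 active = compounds that reduced the stress-induced luciferase reporter signal by more than about 70% of percent inhibition, limit read from the data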;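 note: 0% = tunicamycin plus vehicle and 100% = wells without tunicamycin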
# * hit, by the source's call; · = no result given; & = joins results of further samples; [ ] = another dose, or the depositor's remark. A portion of the library; rates above refer to the full screens.
SMILES,PPC-1+TRAIL kill,TRPN1 ag,14-3-3 Bad PPI,TRPML3 ag,NPY-Y1 PAM-ag,EP2 antag,EP2 mod,NPY Y1 blocker,CHOP inhibitor
COc1ccc(-n2nc(C(=O)NCC(=O)NCc3ccco3)c3ccccc3c2=O)c(OC)c1,-3,0.5,0,0.8,8,7,23,7,8
CCc1nc2sc3ccccc3c(=O)c2c(=O)n1Cc1ccco1,24,-0.3,8[fluorescence artefact?],-0.3,12,12,-9,-1,-14
O=S(=O)(N1CCCCC1)N1CCN(CC(O)COc2ccc3cc(Br)ccc3c2)CC1 (configuration not stated),20,-1.9,-5,1.1,14,12,-39,0,87*
Cc1ccc(C(=O)Oc2cc(N)n(S(=O)(=O)c3ccc(C)cc3)n2)cc1,17,-1.6,-14,-0.6,4,9,-13,-1,3
C=CSc1sc(Cl)c(N(CC)CC)c1[N+](=O)[O-],13,-0.5,-5,0.7,-6,8,-4,0,8
COCc1cc(C)n(CC(=O)Nc2ccccc2OC)c(=O)c1C#N,-5,1.3,-12,0.6,-4,5,5,7,-2
CCN(CC)C(=O)COc1ccc(-c2ccccc2)cc1,-4,-0.3,1,-0.6,13,22,-17,1,11
Cc1ccc2cc3c(N)c4c(C)ccc(C)c4nc3nc2c1,10,0.5,-9,1.4,-13,2,-27,0,-53
O=C(Cc1coc2ccc3ccccc3c12)N1CCN(c2ncccn2)CC1,6,-0.4,4,0.0,5,5,-18,3,13
C#CCOCCOCCOCCNc1nc(N2CCN(C(=O)[C@H](CCC(=O)O)n3cc(C(N)[C@H](C)CC)nn3)CC2)nc(N2CCN(C(=O)[C@H](Cc3cc4ccccc4[nH]3)n3cc(C(N)[C@H](C)CC)nn3)CC2)n1 (some centres not stated),8,1.1,25,0.9,6,·,20,5,20
CCc1nc2ccccc2n1Cc1cc(=O)n2cc(C)ccc2n1,-17,0.2,10,1.0,1,10,8,-3,8
Cc1ccc(-c2ccccc2)n1-c1ccc(C(=O)O)cc1,13,0.1,-6,0.8,-3,7,1,4,17

# Brought forward from above: three compounds, followed by the next part.
SMILES,PPC-1+TRAIL kill,TRPN1 ag,14-3-3 Bad PPI,TRPML3 ag,NPY-Y1 PAM-ag,EP2 antag,EP2 mod,NPY Y1 blocker,CHOP inhibitor
C#CCOCCOCCOCCNc1nc(N2CCN(C(=O)[C@H](CCC(=O)O)n3cc(C(N)[C@H](C)CC)nn3)CC2)nc(N2CCN(C(=O)[C@H](Cc3cc4ccccc4[nH]3)n3cc(C(N)[C@H](C)CC)nn3)CC2)n1 (some centres not stated),8,1.1,25,0.9,6,·,20,5,20
CCc1nc2ccccc2n1Cc1cc(=O)n2cc(C)ccc2n1,-17,0.2,10,1.0,1,10,8,-3,8
Cc1ccc(-c2ccccc2)n1-c1ccc(C(=O)O)cc1,13,0.1,-6,0.8,-3,7,1,4,17
FC(F)(F)c1nnc(Nc2ccc(Cl)cc2)s1,-11,6.3,1,5.4,21,14,-4,·,9
COc1ccc(OCC(=O)OC2CCCN(C)C2)cc1 (configuration not stated),4,1.9,8,-0.2,5,2,23,·,-10
O=C(O)CCN1C(=O)C2C3CC(C2C1=O)C1C(c2ccccc2)c2sc(=O)n(-c4ccccc4)c2SC31 (configuration not stated),14,-1.2,-7,0.4,10,5,9,3,10
CC(C)c1ccc(NC(=S)N(C)CCc2ccccn2)cc1,-9,-0.8,-5,0.2,-11,8,-14,3,-23
COc1cc(/C=C2\SC(N)=NC2=O)ccc1OCC(=O)Nc1ccc(C)cc1,-7,-0.1,97*[fluorescence artefact?],-0.1,-7,4,17,2,-45
O=C(Oc1nsnc1N1CCOCC1)c1ccccc1,3,-0.3,14[fluorescence artefact?],0.9,-3,10,36,5,59
CC(=O)c1ccc(OCC(=O)c2cc(C)n(-c3ccc4c(c3)OCO4)c2C)cc1,2,1.5,-19,1.5,-2,10,0,0,60
Cc1nc2ccccc2c2c(N)c3ccccc3n12,11,1.0,-21,1.1,-3,4,0,-1,5
Cc1nc2nc(COc3ccccc3)[nH]n2c(=O)c1Cl,20,1.3,22,0.8,-12,6,10,5,-4
Nc1ccnn1-c1ccccc1,12,-0.1,-6,1.1,-22,6,12,·,3
CCOC(=O)c1sc2nccc(OC)c2c1N=CNOC,-1,-0.2,-21,-1.6,-2,3,8,1,8
O=c1[nH]c(N2CCCCC2)nc2c1CCCC2,0,0.3,7[fluorescence artefact?],-0.3,-1,6,26,3,4
Cc1ccc(CSc2nnc(SCC(=O)N/N=C/C=C/c3ccco3)s2)cc1,23,-0.1,-4[fluorescence artefact?],-0.5,32,5,19,4,41
O=C(OC1CCCCC1)c1ccc(NC(=O)c2ccco2)cc1,13,5.0,-4[fluorescence artefact?],2.5,19,16,-25,-7,34
CCCc1cc(=O)oc2c3c(c4c(c12)OC(C)(C)C=C4)OC(C)C(C)C3O (configuration not stated),-18,-3.0,-3,-1.4,-38,13,41,·,5
CC(C)(C)C(=O)NC(=S)Nc1ccccc1N1CCCC1,16,-3.0,-10,-1.4,-2,4,-1,4,20
COc1ccc(NC(=O)c2ccc3nc(-c4ccccc4)c(-c4ccccc4)nc3c2)c(OC)c1,4,0.5,2,-0.2,3,8,-2,5,-15
O=C(CCCc1ccccc1)NCc1cccnc1,2,0.7,-7,-0.2,-15,11,26,0,12
O=C1CSC(c2cccc([N+](=O)[O-])c2)N1c1ccccc1F (configuration not stated),13,-0.4,3,-0.3,12,2,15,7,27
CCSc1nnc(NC(=O)CSc2nnc(CNC(=O)c3cc(OC)c(OC)c(OC)c3)o2)s1,10,0.0,5[fluorescence artefact?],-0.1,-3,4,0,1,0
Cc1ccc2c(CN3CCN(S(=O)(=O)c4ccc5c(c4)OCCO5)CC3)cc(=O)oc2c1C,7,-0.7,-16,-0.1,-9,8,-2,4,53
CN(C(=O)c1ccno1)c1nnc(-c2cnccn2)s1,-1,-1.8,-1[fluorescence artefact?],0.6,-26,10,-15,7,-22
Cc1cc(C)n2c(=O)c3ccc(Cl)cc3nc2c1C#N,-13,1.2,-6,0.7,7,10,-19,3,-16
Cn1cc(Cl)c(C(=O)Nc2nc3ccc([N+](=O)[O-])cc3s2)n1,30,3.4,52,0.4,-3,4,-44,6,-39
C=CCN1C=CC(=O)CC1,-15,·,0,·,·,11,25,·,-11
Cc1cc2ccccn2c1C(=O)Nc1ccccc1,10,0.1,-2,0.1,-5,5,-34,0,18
CC(C)(C)NC(=O)C(c1ccco1)N(C(=O)Cn1nnc(-c2ccc(F)cc2)n1)c1cccc(F)c1 (configuration not stated),-20,-0.5,13,1.2,4,·,6,-5,47
O=C(NN1C(=O)C2C3c4ccccc4C(c4ccccc43)[C@@H]2C1=O)c1ccccc1 (some centres not stated),3,-0.6,10,0.2,7,-1,10,-2,7
Cc1cc(C(=O)Nc2sc3c(c2C#N)CCCC3)no1,20,1.1,13,1.7,-11,3,12,-1,0
CN(C)CCNc1nc(-c2ccccc2)nnc1C(F)(F)F,-6,0.9,9,0.8,2,5,11,1,13
Cc1cc(=O)oc(C)c1C(=O)Nc1ccc2nsnc2c1,19,1.3,·,0.7,25,22,·,-1,·
O=[N+]([O-])c1cc(S(=O)(=O)N2CCCC2)ccc1N/N=C/c1cccs1,15,-0.2,2,0.7,2,3,22,-3,41
COc1ccc(C(c2nnnn2CC2CCCO2)N2CCN(c3ccccc3)CC2)cc1 (configuration not stated),26,0.5,68[fluorescence artefact?],0.2,-24,14,-2,-2,-17
COC(=O)c1sc(NC(=O)CSc2nc3cccnc3n2C2CCCCC2)nc1C,-8,0.9,19,0.6,5,3,44,3,59
CN1CCN(C(=O)CCn2nc(-c3ccccc3)c3ccccc3c2=O)CC1,17,0.4,2,1.1,2,6,26,2,-6
Cc1cc2ncn(C(=O)c3ccc4c(c3)OCO4)c2cc1C,21,1.7,0,1.1,-11,21,11,-8,12
Cn1c(=O)c2c(O)cc(=O)n(-c3ccccc3)c2n(C)c1=O,13,0.4,-7[fluorescence artefact?],1.0,-5,·,17,-1,8
O=c1c2ccccc2[nH]c(=S)n1CCN1CCC(=C(c2ccc(F)cc2)c2ccc(F)cc2)CC1,16,1.0,-8,0.8,7,19,35,-3,9
O=C(c1cc2ccccc2o1)N1CCCC1,5,0.1,0,0.1,6,8,-29,5,12
Cc1ccc(C)c(N(C(=O)c2snc(C(N)=O)c2N)C(C(=O)NCC2CCCO2)c2cccs2)c1 (configuration not stated),10,-1.3,-2,0.1,-1,0,32,3,27
Cc1ccc(-n2c(CSc3nc(C)cc(C)n3)nnc2SCC(=O)Nc2nccs2)cc1,9,2.1,-3,0.4,3,4&11,3&-15,·,26
Cc1cc(NC(=O)C2CC(c3ccccc3Cl)=NO2)no1 (configuration not stated),16,-1.4,-12,0.2,13,20,-2,2,-1
Cc1ccc(C)c(N2CCN(C(=O)c3cc4sccc4n3C)CC2)c1,7,-0.1,11,-0.4,-4,9&6,16&6,-2,4
CCc1noc(C)c1C(=O)Nc1nnc(C2CCCCC2)s1,-5,0.2,-12,1.1,-4,5,14,-8,-10
O=S(=O)(Nc1ccc(S(=O)(=O)Nc2nccs2)cc1)c1ccc2c(c1)OCCO2,32,-0.2,13[fluorescence artefact?],0.7,-2,6,7,0,-11
Brc1ccccc1C1CC(c2ccccc2)=Nc2ccccc2N1 (configuration not stated),28,-0.7,-5,0.1,-4,6,48,3,15
O=C(CN1CCC(N2CCCCC2)CC1)N1CCCc2ccccc21,6,-0.4,87*,0.6,8,11&10,-20&-11,5,-13
COc1cccc(C2=NN(C(=O)c3ccccc3)C(O)(C(F)(F)F)C2)c1 (configuration not stated),12,-1.4,-7,-0.4,-4,·,64*,3,50
CCn1cc(C(=O)NCc2ccco2)c(=O)c2cc(F)c(N3CCN(C(=O)c4ccco4)CC3)cc21,36,1.9,-3,1.0,-3,13,14,7,-28
Cn1c(SCC(=O)NC(=O)NCc2ccco2)nnc1-c1ccccc1,4,-1.3,4,-0.9,7,9,10,-3,38
COc1ccc(NC(=O)Nc2ccccc2F)cc1,34,0.2,-1[fluorescence artefact?],1.4,15,26,-12,0,7
O=C(COC(=O)CCc1ccc(S(=O)(=O)N2CCOCC2)cc1)Nc1ccc(Cl)cn1,·,2.1,-1,2.7,-12,11,26,-3,-7
COc1ccc2c(c1)O[C@@H](c1cccc(C(F)(F)F)c1)[C@H](OC(=O)N[C@H]1CCCc3ccccc31)C2=O,13,0.9,-3,0.0,7,9,16,0,-2
CC(C)CCNC(=O)CCC(=O)NNc1nc2ccccc2c2nc(-c3ccccc3)nn12,-8,-0.1,14,0.6,-33,9,14,2,79*

# Screens deposited in PubChem by several laboratories.
